TWEAK-Fn14 inh: inhibitors of TWEAK-Fn14 interaction signaling; 2% of 360,000 active; AID 1159606; inhibition, % at 10 µM; TWEAK-stimulated Fn14 reporter cells, luciferase luminescence, 8 h; in the data active = inhibition above about 50%
LMP1 NFkB inh: inhibitors of Epstein-Barr LMP1-induced NF-kappaB reporter | LMP1-induced NF-kappaB luciferase reporter cells, luminescence | 0.69% of 350,000 active | inhibition, % at 12.5 µM | AID 504558; in the data active = inhibition above about 41%;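 note: 0% = neutral control wells and 100% = reference inhibitor control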
TLR9-MyD88 inh: TLR9-MyD88 interaction inhibition | Q9NR96+Q99836 | CHO BLA complementation TLR9-MyD88, CCF4 FRET ratio | inhibition, % at 4.98 µM | 0.21% of 340,000 active | AID 504734;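 active = inhibition above the mean over all tested compounds plus 3 SD, cut at about 21% in these data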;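 note: 0% = DMSO only wells and 100% = clavulanate BLA inhibitor control wells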
TROY NFkB inh: blocks TROY-dependent signaling in reporter cells; Q293 LMP1-TROYcd NF-kB luciferase reporter, 4 h; AID 1347056; inhibition, % at 10 µM; 0.98% of 360,000 active;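 active = compounds whose plate-normalised and pattern-corrected inhibition of the luciferase reporter signal at the single screening dose is 50% or more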
TRAIL sens C8: caspase-8 TRAIL sensitization; NB7+C8 cells + TRAIL, ATPlite viability luminescence; inhibition (viability loss, TRAIL sensitization), % at 10 µM; 1% of 360,000 active; AID 624354;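 active = compounds causing at least 50% loss of cell viability in the single-dose screen, relative to plate controls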
NOD2 RIPK2 PPI: inhibitors of human NOD2-RIPK2 interaction | CHO BLA complementation NOD2-RIPK2, CCF4 ratio | inhibition, % at 4.98 µM | 0.38% of 360,000 active; in the data active = inhibition above about 21%;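 note: 0% = vehicle only and 100% = reference blocker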
SRC2 inh: inhibits human steroid receptor coactivator 2; HEK293 GAL4-SRC2 luciferase reporter, luminescence; inhibition, % at 9 µM; Q15596; 0.17% of 370,000 active;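 active = inhibition above the mean inhibition of all tested compounds plus 3 SD, set per campaign, cut at about 52% in these data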;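 note: 0% = DMSO treated cells and 100% = cells given Gossypol at 36 µM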
NR5A2 inv ag: inverse agonists of human LRH-1 (NR5A2); O00482; AID 602396; 0.13% of 360,000 active; inhibition, % at 3.6 µM; HEK293T StAR-luciferase reporter, LRH-1 transfected, 24 h;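 active = inhibition above the mean inhibition of all tested compounds plus 3 SD, cut at about 73% in these data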;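 note: 0% = DMSO wells and 100% = reporter-only cells lacking LRH-1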
Target sequence (O00482 whole entry, looked up): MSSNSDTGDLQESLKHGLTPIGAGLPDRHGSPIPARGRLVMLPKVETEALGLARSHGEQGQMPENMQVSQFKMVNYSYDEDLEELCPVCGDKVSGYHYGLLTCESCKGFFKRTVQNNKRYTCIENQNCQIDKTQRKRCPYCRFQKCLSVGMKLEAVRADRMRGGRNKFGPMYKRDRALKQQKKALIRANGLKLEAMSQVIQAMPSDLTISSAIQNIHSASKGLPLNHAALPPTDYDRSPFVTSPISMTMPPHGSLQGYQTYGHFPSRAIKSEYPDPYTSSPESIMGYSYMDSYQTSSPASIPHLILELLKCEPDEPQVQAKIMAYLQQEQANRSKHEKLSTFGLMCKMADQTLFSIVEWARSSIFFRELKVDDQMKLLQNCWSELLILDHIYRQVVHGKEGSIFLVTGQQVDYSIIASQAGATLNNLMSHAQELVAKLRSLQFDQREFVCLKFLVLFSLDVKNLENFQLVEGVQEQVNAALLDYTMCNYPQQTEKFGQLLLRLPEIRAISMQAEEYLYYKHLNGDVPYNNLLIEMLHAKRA
SRC3 inh: inhibitors of human steroid receptor coactivator 3 (SRC3). 0.17% of 360,000 active. inhibition, % at 3.6 µM. Q9Y6Q9. HEK293 GAL4-SRC3 luciferase reporter, luminescence;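 active = inhibition above a per-campaign cutoff, the mean of all compounds plus 3 SD, cut at about 60% in these data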;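 note: 0% = DMSO-treated cells and 100% = gossypol-treated cells at 36 µM; higher means less SRC3-driven luciferase light from the GAL4 reporter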
NCOA1 inh: human NCOA1 inhibition. Q15788. HEK293 GAL4-SRC1 luciferase reporter, luminescence. inhibition, % at 3.6 µM. 0.12% of 360,000 active. AID 588354;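 active = inhibition above the campaign mean plus 3 SD, with each screening campaign given its own cutoff, cut at about 60% in these data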;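 note: 0% = DMSO treated cells and 100% = gossypol at 36 µM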
COUP-TFII inh: blocks human COUP-TFII nuclear receptor; P24468; HEK293T NGFI-A luciferase reporter, luminescence; inhibition, % at 8.6 µM; 0.7% of 370,000 active;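 active = inhibition above a per-plate cutoff, mean inhibition of test wells between control levels plus 3 SD, cut at about 38% in these data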;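 note: cells cotransfected with COUP-TFII expression vector driving the NGFI-A reporter; 0% = median of COUP-TF2 test wells and 100% = reporter-only cells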
Target sequence (P24468 whole entry, looked up): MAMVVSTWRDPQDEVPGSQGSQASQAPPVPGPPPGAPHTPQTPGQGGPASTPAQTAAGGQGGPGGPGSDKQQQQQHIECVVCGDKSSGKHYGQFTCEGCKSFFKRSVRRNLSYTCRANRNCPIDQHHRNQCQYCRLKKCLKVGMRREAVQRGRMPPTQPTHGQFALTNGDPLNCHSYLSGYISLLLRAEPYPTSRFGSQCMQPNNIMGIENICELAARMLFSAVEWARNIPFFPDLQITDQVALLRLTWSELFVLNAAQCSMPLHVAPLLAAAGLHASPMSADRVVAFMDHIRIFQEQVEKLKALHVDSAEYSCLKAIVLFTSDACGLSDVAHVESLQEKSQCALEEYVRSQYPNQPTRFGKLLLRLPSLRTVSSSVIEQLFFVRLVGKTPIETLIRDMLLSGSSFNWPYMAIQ
* hit, by the source's call; · = not tested or not shown. The list is partial; the hit share may differ from the screen's.

structure	TWEAK-Fn14 inh	LMP1 NFkB inh	TLR9-MyD88 inh	TROY NFkB inh	TRAIL sens C8	NOD2 RIPK2 PPI	SRC2 inh	NR5A2 inv ag	SRC3 inh	NCOA1 inh	COUP-TFII inh
COc1ccc(OC)c(S(=O)(=O)Nc2c(NC3CCCCC3)c3ccccc3oc2=O)c1	-17.7	4.8	-4.4	1.4	-10.0	-6.1	·	-42.1	-12.7	14.5	·
CCOc1ccc(CN2CCNC(=O)C2CC(=O)NCC2CCOCC2)cc1 (centres undefined)	9.1	-0.6	-5.5	-0.3	-8.1	0.1	-30.5	2.3	-5.2	-12.3	5.9
COc1ccccc1C(=O)Nc1ccc2c(c1)n(C)c(=O)n2C	-21.5	1.5	-2.1	-9.7	-7.5	-9.8	-17.7	12.8	-4.8	4.6	-87.0
COc1ccc(/C=C/C(=O)Nc2ccc3c(c2)OCCO3)cc1OC	9.9	11.4	1.9	-11.2	-13.4	-11.5	-22.2	-6.5	15.6	-3.2	-2.9
O=C(C1CC1)N1CCc2cc(Br)cc(S(=O)(=O)N3CCCCCC3)c21	11.1	11.1	-5.1	-1.1	-8.7	9.7	17.7	-5.6	4.3	0.3	15.3
O=C(c1ccco1)N1CCN(C2CN(CCc3ccccc3)S(=O)(=O)C2)CC1 (centres undefined)	-7.0	·	·	-9.4	24.8	-8.9	-26.6	-20.7	-1.6	1.3	10.0
CC1(C(=O)Nc2ccccc2)Cc2c(-c3cccc(C(F)(F)F)c3)ccnc2O1 (centres undefined)	8.6	·	·	7.3	-8.7	-10.1	-19.2	8.7	11.1	14.6	18.1
CN(Cc1c(C(=O)N/N=C/c2c(F)cccc2Cl)nnn1-c1nonc1N)c1ccccc1	-13.6	0.8	-1.7	26.3	6.7	-0.1	2.9	3.4	-5.7	5.8	-6.6
Cc1nc(SCC(=O)Nc2c(C)n(C)n(-c3ccccc3)c2=O)c(C#N)c(C)c1C	7.1	-0.8	-6.3	-9.8	-3.1	-14.4	-12.6	3.5	6.6	-32.5	5.9
CCOc1ccc(NC(=O)COC(=O)Cn2cnnn2)cc1OCC	-17.3	-4.8	2.0	-13.2	-7.6	-10.3	·	14.8	-7.8	-12.6	·
Oc1cccc(-c2sc3ccccc3c2-c2ccc(OCCN3CCCCC3)cc2)c1	-25.7	·	·	11.7	25.3	13.4	8.0	7.9	·	·	-4.0
Nc1ncc2c(n1)CCN(c1ccc([N+](=O)[O-])cc1)C2	13.9	0.9	-1.7	10.3	8.9	0.5	-21.0	25.2	-9.3	-6.4	-1.7
COc1ccc(CC(=O)NNC2=Nc3cccc4cccc2c34)cc1OC	-20.4	6.7	8.3	0.5	6.8	-0.8	14.2	8.1	19.0	-5.0	21.9
O=C(CCc1nnc(-c2ccc3c(c2)OCO3)o1)NCCc1ccccc1F	10.6	-1.4	-1.1	8.8	8.9	-4.6	-27.2	11.1	1.4	-2.1	-9.6
O=C(OCC1OC(n2cnc3c(N(C(=O)c4ccccc4)C(=O)c4ccccc4)ncnc32)C(O)C1F)c1ccccc1 (centres undefined)	7.1	7.7	-16.9	12.4	0.9	-10.1	·	-3.0	-1.2	-16.8	·
COc1ccc(/C=C2\Sc3ccc(C(=O)NCCN4CCCCCC4)cc3N(C)C2=O)cc1	-27.3	-8.1	-4.9	26.7	22.4	6.2	-23.7	8.3	-6.1	8.6	-8.5
Cc1cc(-c2ccccc2)n2ncc(C#N)c2n1	-17.1	2.3	-4.5	-30.4	-6.3	-25.9	-0.4	-10.1	1.3	-32.9	4.1
CC1CCC(NC(=O)CCCCn2c(=O)[nH]c3ccsc3c2=O)CC1 (centres undefined)	11.7	7.8	-2.5	7.1	-7.5	-6.4	-16.8	-1.1	-13.7	-9.1	15.9
COc1ccc(NC(=O)CN(C2CCCCC2)S(C)(=O)=O)cc1Cl	15.0	8.2	-1.5	7.4	10.7	1.5	21.0	10.1	19.2	-15.9	18.7
COc1cc(C(=O)N2CCN(C3CCCCC3)CC2)cc(OC)c1OC	9.8	-1.7	3.2	-1.2	1.9	-7.2	-9.5	-7.0	6.8	-2.0	-16.6
CC(=O)NCc1ccc(S(=O)(=O)N/N=C/c2ccc(Br)cc2)cc1	-7.2	-1.6	-9.1	20.3	-5.5	1.3	-14.9	-11.2	12.5	2.7	5.2
O=c1c2[nH]c3cccc(Cl)c3c2ncn1Cc1ccncc1	-21.6	-23.1	-2.4	7.0	-6.4	4.0	-39.6	1.5	1.5	-4.5	6.6
O=C(CCCNS(=O)(=O)c1cccc2nsnc12)NCc1ccc(Cl)cc1	14.2	2.7	3.4	2.5	7.0	-9.2	-31.7	6.1	-11.0	-5.5	2.5
CC(C)Cn1c(SC(C)C(=O)NC2CC2)nnc1-c1ccccc1F (centres undefined)	-4.9	1.2	-2.6	-1.2	12.8	-15.8	-6.2	10.0	11.8	2.3	11.8
Cc1cc(C(=O)OCC(=O)Nc2ccccc2C)c(C)o1	7.1	2.6	-12.7	-7.6	-21.2	-14.6	0.6	-17.7	3.0	0.4	-6.8
CCN1C(=O)[C@@H]2[C@@H](c3ccc(SC4CCCCC4)c(OC)c3)N3CCC[C@@]3(C(=O)OC)[C@@H]2C1=O	23.5	1.7	3.7	37.4	0.5	0.5	-6.0	4.5	-10.7	-20.7	9.0
COc1ccc(S(=O)(=O)NNC(=O)c2sccc2-n2cccc2)cc1	11.9	3.2	19.9	-17.4	-8.7	-5.7	9.8	-15.0	-6.1	-6.0	6.9
O=C(COc1ccccc1[N+](=O)[O-])NC1CC1	-10.1	-4.0	1.9	3.7	1.9	-3.1	-17.7	7.2	-2.1	-3.6	10.3
CCCCn1c(N)c(N(CCOC)C(=O)C2CC(=O)N(Cc3ccc(C)cc3)C2)c(=O)[nH]c1=O (centres undefined)	-0.2	0.0	-2.3	-5.7	-4.2	-13.9	-5.5	-2.4	-7.8	-9.1	-6.9
COC(=O)c1ccccc1NC(=O)Nc1ccc(Br)cn1	2.0	-2.8	6.5	-6.1	-9.5	-2.3	-42.7	-5.3	-8.5	-13.9	-7.4
O=C(NC1CCCCCC1)C1CCCN(S(=O)(=O)c2cccs2)C1 (centres undefined)	-2.4	-2.5	-11.8	-14.9	2.4	-5.9	5.0	6.2	6.1	-6.9	21.0
CC(C)CN(CC(C)C)C(=O)COc1ccccc1C(N)=O	5.7	3.3	1.6	7.2	-9.6	-9.9	-27.9	-15.3	12.0	4.5	3.2
O=S(=O)(Nc1nc2cc3c(cc2nc1Cl)OCCO3)c1ccccc1	0.7	-4.4	7.3	-26.8	-2.5	-9.8	3.4	15.5	-16.5	-6.8	-10.3
CCCCOc1ccc(N(CC(=O)NCCOC)C(=O)CCC(=O)Nc2ccccn2)cc1	-12.1	38.0	0.2	-23.9	-5.5	-8.0	-7.7	4.6	-10.1	2.6	-14.1
O=C1c2ccccc2C(Nc2ccc3c(c2)OCCO3)N1Cc1ccccc1 (centres undefined)	38.9	2.7	11.4	38.3	-5.2	-9.4	·	-6.0	11.3	12.2	·
CC(=O)c1cccc(OCC(=O)OCC(=O)Nc2cc(S(=O)(=O)N3CCCCC3)ccc2C)c1	-16.9	-1.1	-7.7	0.7	0.4	-8.5	4.4	22.4	8.2	-0.3	14.7
O=C(CC[C@H]1O[C@@H](n2cnc3c(NC(=O)c4ccccc4)ncnc32)[C@H](O)[C@@H]1O)NCCCN1CCOCC1	15.4	·	·	-4.0	3.5	-4.3	-22.9	-4.8	-16.9	-0.2	-1.6
CCCn1cnc2cc(NCc3ccccn3)ccc21	29.1	3.5	5.7	28.4	24.2	-11.6	-45.9	-60.3	-71.2	-109.5	-18.7
CN1CCC(N2CCN(C3CN(C4CCCCC4)S(=O)(=O)C3)CC2)CC1 (centres undefined)	-10.7	·	·	-20.0	-3.2	-11.7	0.6	12.6	5.4	9.2	-0.5
C=CCCN(Cc1ccccc1)S(=O)(=O)c1cc(Br)ccc1Br	13.5	-3.6	-5.4	11.8	14.8	-2.0	-12.4	-7.4	17.1	5.8	5.4
O=C1Nc2cc(C(=O)N3CCOCC3)ccc2SC1N1CCOCC1 (centres undefined)	0.9	-4.7	-12.3	18.0	-3.6	-6.9	5.7	-11.4	10.5	-3.6	-8.1
CCCCNc1nc(N)nc(-c2cc(Cl)ccc2O)n1	81.8*	-40.3	-0.6	28.2	28.6	-21.2	-35.3	-96.3	-57.1	-84.0	-26.6
O=C(O)CCCC(=O)N1CCN(c2nc(-c3ccccc3)c3ccccc3n2)CC1	7.2	-6.9	14.7	3.6	2.3	-4.5	-9.9	-15.2	-1.3	-8.4	9.9
COc1ccc(-c2ccc(SCC(=O)N3CC(=O)Nc4ccccc43)nn2)cc1	-10.7	-6.8	-10.7	-53.4	36.0	3.3	-29.7	2.7	-39.3	-32.4	4.4
Cc1cc(C)n(C(C)CC(=O)Nc2ccc3c(c2)OCO3)n1 (centres undefined)	-13.4	-2.5	10.9	-15.5	-9.6	-2.2	-4.8	-10.1	1.1	-32.0	-4.8
COc1ccc(-c2sc3cc4c(cc3c2C#CCO)OCO4)cc1	35.6	3.1	-19.7	15.0	10.4	-4.4	-26.4	-13.7	-14.9	-6.7	6.1
CCn1c(SCC(=O)NCc2ccc(F)cc2)nc2c(c1=O)SC(C)C2 (centres undefined)	-8.0	-4.0	-3.4	-12.8	10.1	-12.7	16.1	-4.5	12.6	-5.5	-10.3
O=C(NNc1ccccn1)C(=O)NNS(=O)(=O)c1ccc(Cl)cc1	-20.2	-11.4	-8.4	-0.9	4.4	-1.6	21.3	-22.4	4.2	4.5	11.6
Cc1c(CC(=O)N2CCC(O)CC2)c(=O)oc2cc3c(cc12)CCC1(CCCCC1)O3	-55.9	-14.4	9.8	-5.5	24.7	10.9	-6.8	-31.1	6.1	-0.7	-11.3
CN(Cc1ccccc1)C(=O)c1ccccc1-c1ccccc1	-5.7	6.8	-16.5	7.2	-8.5	-7.8	7.1	1.6	-7.3	-6.0	6.2
CC(=O)Nc1ccc(S(=O)(=O)NCC(=O)NNC(=O)c2csc(N3CCOCC3)n2)cc1	7.6	1.0	5.2	-7.5	1.7	0.4	5.0	1.1	-8.0	-11.7	2.5
Cc1cccc(C(=O)Nc2cccc(C(=O)N/N=C/c3ccc4c(c3)OCO4)c2)c1	-24.2	-23.3	9.9	-35.7	39.4	-2.3	-41.5	-25.3	-40.4	-42.0	-32.1
O=C(C[C@H]1C[C@H](C(=O)N2CCCCC2)[C@@]2(CCc3ccccc3)c3[nH]c4cc(-c5ccco5)ccc4c3CCN2C1=O)NCc1cccc(C(F)(F)F)c1	15.7	4.1	-0.6	-5.8	-3.1	2.2	-9.8	7.9	7.1	11.5	5.5

From PubChem
